Bioassay records deposited in PubChem BioAssay by several laboratories.
V-ATPase pHluor: regulators of yeast V-ATPase proton pumping, primary screen, pHLuorin cytosolic pH fluorescence | S. cerevisiae | response, % at 10 µM | 350,000 tested, 0.37% active | AID 504577, 2011; in the data active means response mostly above about 7.3%, no sharp cut-off; inactive means mostly below about 5.4%; further: actives read high; inactives centre near 0; some compounds called inactive have numbers as strong as hits; reference of the scale not given here
CAL PDZ FP: untagged CAL PDZ binding inhibitors, primary screen, biochemical, fluorescence polarization, HTS; purified CAL PDZ, TMR-peptide fluorescence polarization, 1 h; inhibition, % at 24.9 µM; 300,000 tested, 0.92% active; AID 602252, 2012;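 active means mean inhibition of at least 30% with at least half of replicates also reaching 30%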;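 further: 0% = DMSO neutral control and 100% = excess unlabeled competitor peptide PRC23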
cardiac RTF act: cardiac RTF calcium sensitivity activators, primary screen, biochemical, IANBD-TnC fluorescence, EC20 calcium; 340,000 tested, 0.24% active; IANBD-labeled TnC RTF fluorescence at EC20 calcium; 0% EC20 calcium, 100% full calcium; AID 493008, 2010; activation, % at 7.2 µM; Troponin I, cardiac muscle (Homo sapiens) + Troponin T, cardiac muscle (Homo sapiens) + …;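 active means activation above the mean over all tested compounds plus 3 SD, cut at about 30% in these data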;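 further: rise in fluorescence read as greater calcium sensitivity of cardiac thin filaments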
OPRM1-OPRD1 inv: inverse agonists of MOR-DOR heterodimerization, primary screen, cell-based, luminescence | cell-based MOR-DOR heterodimer luminescence, inverse agonism | inhibition, % at 9.3 µM | 340,000 tested, 0.21% active; in the data active means inhibition above about 22%, passing the limit was not always enough;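 further: 0% = cells with DMSO and 100% = wells without cells with DMSO; values of inactives mirror those of a sister screen read the other way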
RTF Ca sens inh: cardiac RTF calcium sensitivity inhibitors, primary screen, biochemical, IANBD-TnC fluorescence, EC70 calcium | 340,000 tested, 0.12% active | inhibition, % at 7.15 µM | IANBD-labeled cardiac RTF, Ca2+ fluorescence;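 active means inhibition above the mean inhibition of all tested compounds plus 3 SD, cut at about 17% in these data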;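 further: assay run at fixed EC70 calcium of 1.6 mM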
C-LANA FP: inhibitors of KSHV C-LANA binding to DNA, primary screen, biochemical, fluorescence polarization, FAM-LBS DNA, MBP-C-LANA, single point; inhibition, % at 9 µM; Kaposi's sarcoma herpesvirus LANA C-terminal domain (residues 932-1162) DNA binding; 340,000 tested, 0.078% active;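 active means highest replicate inhibition at or above 60% at 9 µM, even if other replicates fall short; inactive means all replicates below 60% inhibition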;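 further: 0% = neutral control wells and 100% = 4 µM acridine orange control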
MOR-DOR ag: agonists of OPRM1-OPRD1 heterodimerization, primary screen, cell-based, luminescence; cells; activation, % at 9.3 µM; 340,000 tested, 0.3% active; AID 504326, 2011; in the data active means activation above about 18%;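 further: 0% = vehicle-treated cells and 100% = reference agonist; values of inactives mirror those of a sister screen read the other way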
HTR5A inv ctr: HTR5A inverse agonists in luminescence cell assay, primary screen, counter-screen for OPRM1-OPRD1 heterodimer inverse agonist project, full-deck HTS; 5-hydroxytryptamine receptor 5A (Homo sapiens), P47898; HTR5A cell line, inverse agonism; inhibition, % at 9.3 µM; 340,000 tested, 0.083% active; AID 504634, 2011; in the data active means inhibition mostly above about 23%, no sharp cut-off; inactive means mostly below about 18%;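 further: 0% = cells with DMSO and 100% = no-cell wells with DMSO; some compounds called inactive have numbers as strong as hits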
Target sequence (P47898 whole entry, looked up): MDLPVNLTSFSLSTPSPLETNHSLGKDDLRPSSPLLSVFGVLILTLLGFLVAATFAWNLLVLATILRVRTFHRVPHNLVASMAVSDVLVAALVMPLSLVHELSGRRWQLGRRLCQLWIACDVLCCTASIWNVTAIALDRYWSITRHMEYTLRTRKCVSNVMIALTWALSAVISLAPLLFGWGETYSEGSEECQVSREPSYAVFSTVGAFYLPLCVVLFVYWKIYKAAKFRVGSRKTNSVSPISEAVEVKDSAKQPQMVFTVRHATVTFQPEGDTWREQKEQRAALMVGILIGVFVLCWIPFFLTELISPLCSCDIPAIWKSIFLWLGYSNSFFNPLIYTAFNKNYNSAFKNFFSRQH
Keap1 Nrf2 FP: Keap1-Nrf2 protein-protein interaction inhibitors, primary screen, biochemical, fluorescence polarization, single point; inhibition, % at 9.4 µM; 340,000 tested, 0.15% active; AID 504523, 2011; Keap1 Kelch-Nrf2 peptide fluorescence polarization, 1536-well; in the data active means inhibition above about 12%;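 further: human Keap1 Kelch domain with fluorescein labeled Nrf2 9mer peptide probe; 0% = neutral control wells and 100% = peptide positive control; higher means more block of Keap1 binding to Nrf2 peptide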
Target sequence (Q14145 whole entry, looked up, the tested form may be a part): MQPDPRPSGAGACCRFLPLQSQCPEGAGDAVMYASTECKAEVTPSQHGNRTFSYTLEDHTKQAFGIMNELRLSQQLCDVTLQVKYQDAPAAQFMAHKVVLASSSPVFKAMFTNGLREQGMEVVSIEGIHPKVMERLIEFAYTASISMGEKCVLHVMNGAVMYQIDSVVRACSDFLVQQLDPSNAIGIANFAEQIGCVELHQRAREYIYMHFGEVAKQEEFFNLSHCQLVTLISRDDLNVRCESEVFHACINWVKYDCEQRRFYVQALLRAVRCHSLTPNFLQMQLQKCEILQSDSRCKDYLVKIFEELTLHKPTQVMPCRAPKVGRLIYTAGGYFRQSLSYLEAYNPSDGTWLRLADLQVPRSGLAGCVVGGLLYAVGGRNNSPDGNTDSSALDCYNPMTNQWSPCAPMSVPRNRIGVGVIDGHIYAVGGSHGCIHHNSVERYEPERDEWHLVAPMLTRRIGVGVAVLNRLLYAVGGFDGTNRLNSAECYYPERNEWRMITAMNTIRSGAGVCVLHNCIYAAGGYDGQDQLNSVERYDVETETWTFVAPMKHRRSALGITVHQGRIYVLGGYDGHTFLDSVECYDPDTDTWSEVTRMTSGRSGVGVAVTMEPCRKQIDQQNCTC
HTR5A ag ctr: HTR5A agonists in luminescence cell assay, primary screen, counter-screen for OPRM1-OPRD1 heterodimer agonist project, full-deck HTS. 5-hydroxytryptamine receptor 5A (Homo sapiens), P47898. cell-based. activation, % at 9.3 µM. 340,000 tested, 0.61% active. AID 504692, 2011; in the data active means activation mostly above about 9.5%, no sharp cut-off; inactive means mostly below about 7.6%;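 further: 0% = cells with vehicle only and 100% = reference agonist; strong numbers were not always called active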
* = called active by the depositor; / = not tested or not shown.

SMILES	V-ATPase pHluor	CAL PDZ FP	cardiac RTF act	OPRM1-OPRD1 inv	RTF Ca sens inh	C-LANA FP	MOR-DOR ag	HTR5A inv ctr	Keap1 Nrf2 FP	HTR5A ag ctr
CCOC(=O)c1c(C)[nH]c(C(=O)COC(=O)CCSc2ccccc2)c1C	1	2	0	-26	-2	-1.0	5.7	-7	0	3
Cc1ccccc1NC(=O)CN1CCC(NC(=O)Nc2ccccc2)CC1	-3	0	-9	15	-3	-1.4	-2.5	-6	1	1
CCOC(CNC(=O)C(=O)Nc1cc2c3c(c1)CCN3C(=O)CC2)OCC	7	0	-4	0	-2	-1.0	0.1	8	0	3
CC(C)N1C(=O)CCC1C(=O)NC1CCCC1 (stereo not drawn)	3	0	1	-2	-8	3.0	0.4	15	4	0
CC(C)(O)[C@@H]1Cc2c(ccc3ccc(=O)oc23)O1	0	2	0	10	-1	1.1	-1.7	17	1	-1
COc1ccccc1/C=C\C=N\n1c(-c2ccc(Cl)cc2)n[nH]c1=S	-2	-2	5	-12	4	-0.1	2.2	1	-8	1
Cc1c(CN2CCC(CO)(CC3CCCCO3)CC2)cnn1C (stereo not drawn)	-1	2	-2	5	-12	-1.0	-1.0	5	-5	-2
Cc1ccc(S(=O)(=O)N2CCC[C@H]2C(=O)Nc2ccccc2Cl)cc1	0	-20	2	10	-2	-1.6	-1.8	-16	5	4
Cc1ccc2cccc(Oc3ncnc4sc(C)c(C)c34)c2n1	9	-1	4	20	-3	-0.8	-4.2	-2	1	1
CCCCNC(=O)CCn1c(=S)[nH]c2cc3c(cc2c1=O)OCO3	2	-3	-1	15	-1	2.3	-3.0	-1	0	2
O=C(O)COc1ccccc1/C=N/NC(=O)C(O)c1ccccc1 (stereo not drawn)	0	-2	-1	15	-7	4.1	-3.2	6	-6	-2
CCc1nnc(NS(=O)(=O)c2ccc(NC(=O)COc3ccc(Cl)c(C)c3)cc2)s1	0	-6	1	18	-5	0.3	-3.4	3	-5	1
COc1ccc(NS(=O)(=O)c2cc(Cl)ccc2Cl)cc1S(=O)(=O)N1CCCCC1	-2	-3	1	5	-12	0.2	-1.1	13	-5	1
CC(=O)c1ccc(-c2cccc([C@H]3[C@@H]4C=CC[C@@H](C)[C@@H]4C(=O)N3Cc3ccccc3)c2)cc1	-4	-2	-1	-4	-6	-0.9	0.7	13	-2	-4
O=C(OCc1ccc([N+](=O)[O-])cc1)C1CC(=O)N(Cc2ccccc2Cl)C1 (stereo not drawn)	2	-7	9	11	0	-0.2	-1.9	3	-5	-1
CCN(CC)S(=O)(=O)c1ccc(NC(=O)c2cnc(C)cn2)cc1	4	/	4	5	-10	-0.8	-1.1	-51	-7	-2
Cc1ccc(CSc2nnc(-c3ccc(NS(=O)(=O)c4ccccc4)cc3)o2)cc1	0	-3	-6	-13	4	-0.6	2.1	34	-4	3
COC(=O)COC(=O)c1ccccc1NC(=O)c1ccccc1	-2	1	-3	17	10	-0.4	-3.4	-4	-5	1
CC1CN(S(=O)(=O)c2ccc(NC(=O)CCCN3C(=O)c4ccccc4C3=O)cc2)CC(C)O1 (stereo not drawn)	2	4	3	9	1	0.5	-1.8	-5	7	0
CNCC(O)c1ccc(OC(=O)C(C)(C)C)c(OC(=O)C(C)(C)C)c1 (stereo not drawn)	-2	-3	5	5	6	3.3	-0.8	-5	2	1
O=C(O)c1ccc(NS(=O)(=O)c2ccc3c(c2)C2C=CCC2C(c2ccccc2F)N3)cc1 (stereo not drawn)	-2	1	1	-17	-17	108*	3.0	-4	-4	1
O=C(NCC(=O)N(c1cccnc1)C(C(=O)NC1CCCC1)c1ccccc1)c1ccco1 (stereo not drawn)	1	0	-7	26	-7	-0.6	-5.1	-4	-1	2
O=C(Cc1ccc(Cl)cc1)N/N=C/c1ccccc1	-4	1	-5	-10	7	-1.3	1.4	-10	-1	4
COc1ccc(OCc2nnc(SCC(N)=O)n2N)cc1	0	1	5	8	-3	-2.1	-1.3	-5	0	4
Cc1ccc(C(=O)NCCNC(=O)Cc2ccccc2)cn1	-2	-2	-3	14	-13	-1.3	-2.6	2	2	0
COc1ccc(/C=C/C(=O)NCC(=O)N/N=C(/C)c2ccco2)cc1	-5	-1	1	-11	-12	-0.1	2.2	-4	-2	-5
CCOc1ccccc1NC(=O)Cc1coc2ccc(C)cc12	0	-2	-4	-18	2	0.3	3.5	-9	-2	1
Cc1ccc(CNC(=O)N2CCN(C)CC2)cc1	5	-4	-3	17	-1	0.6	-2.9	5	-5	-2
CCN(CC)CCCNC(=S)N(CCO)Cc1cc2cc3c(cc2[nH]c1=O)OCCO3	-1	-4	-5	17	-3	-1.6	-3.4	1	0	0
Cc1oc(-c2ccccc2)cc1C(=O)Nc1ccc(N(C)C)cc1	0	-3	-2	13	-4	1.8	-2.6	-15	-1	6
Cc1cc(Br)ccc1NC(=O)CN(C)C(=O)CN1C(=O)NC2(CCCC2)C1=O	12	-1	9	2	-14	0.3	-0.3	10	-4	-1
Cc1ccc(NC(=O)c2ccc(Cl)c(NC(=O)c3cccs3)c2)cc1	-4	-1	6	10	-7	0.0	-1.9	6	4	0
O=C(c1ccccc1F)N1CCN=C1c1ccccc1	4	-8	-1	3	-4	-0.1	-0.6	-9	-4	3
CN(C)c1ccc(/C=C2\SC(N3CCCCC3)=NC2=O)cc1	-4	/	40*	8	-75	1.2	-1.5	5	-5	0
COCc1nc2sc(C)c(C)c2c(=O)[nH]1	12*	1	13	9	-20	0.5	-1.5	-8	-3	2
COc1ccc(C)cc1-n1nnnc1SCC(=O)NC1CCCC1	-10	-1	2	-4	-7	0.2	0.6	-4	1	2
CNC(=O)C(C#N)(Cc1cc(C(C)=O)ccc1OC)Cc1cc(C(C)=O)ccc1OC	3	-2	-1	3	1	-0.5	-0.5	3	-3	2
COc1ccc(N(C(=O)CNC(=O)c2ccco2)C(C(=O)NC2CCCCC2)c2cccnc2)cc1 (stereo not drawn)	1	-4	-6	12	-6	-1.0	-1.9	-18	1	3
CCOc1ccc(CNc2ccc3c(c2)ncn3C(C)(C)C)cc1	0	-2	1	13	-4	-1.0	-2.7	9	2	-3
O=[N+]([O-])c1c(-c2cn[nH]c2)n[nH]c1-c1cn[nH]c1	-3	-10	1	7	-8	-1.1	-1.2	3	-4	-1
COc1ccc(N(C(=O)CNC(=O)c2ccco2)C(C(=O)NC2CCCC2)c2cccnc2)cc1 (stereo not drawn)	0	-4	1	5	1	-0.2	-0.7	-16	3	5
O=C(CCNC(=O)c1ccco1)NC(Cc1c[nH]c2ccccc12)C(=O)O (stereo not drawn)	-2	0	0	4	2	0.4	-1.0	-7	-3	3
Cc1ccc(S(=O)(=O)N(CC(=O)N2CCN(c3ccccc3F)CC2)C2CCCCC2)cc1	2	/	1	5	0	-0.4	-0.9	3	-1	-1
COc1ccc(Cc2nnc(NC(=O)Nc3ccccc3F)s2)cc1OC	0	/	-2	-2	-3	-1.2	0.5	4	1	4
CSCC[C@H](NC(=O)OC(C)(C)C)c1nnc(SCc2ccc(F)cc2)o1	-2	-2	1	-4	8	-1.8	0.9	7	3	2
CCOc1ccc(NC(=O)CSc2nc(=O)n(CCN3CCOCC3)c3c2CCCC3)cc1	-1	-4	2	16	-2	0.3	-3.0	-4	-2	-2
N#Cc1c(-c2ccc3c(c2)OCO3)csc1N	-4	7	-5	0	0	-0.6	0.0	-11	-3	4
CSc1ccccc1C(=O)N1CCCC(CCC(=O)NCc2ccc(F)c(F)c2)C1 (stereo not drawn)	-4	/	5	18	-10	-1.6	-3.5	-1	-1	0
O=C(COC(=O)Cn1cnc2ccccc2c1=O)Nc1ccccc1Sc1ccc(Cl)cc1	3	0	2	-14	-3	0.9	2.7	3	-5	3
CN(C)c1ccc(C2N(c3ccc(Cl)cc3)C(=O)C3CCCN32)cc1 (stereo not drawn)	2	/	5	11	0	-1.3	-2.2	4	-10	-2

The listing continues.
SMILES	V-ATPase pHluor	CAL PDZ FP	cardiac RTF act	OPRM1-OPRD1 inv	RTF Ca sens inh	C-LANA FP	MOR-DOR ag	HTR5A inv ctr	Keap1 Nrf2 FP	HTR5A ag ctr
Nc1cc(F)ccc1N1CCCCCC1	-2	-1	3	6	3	-2.6	-1.0	0	-2	0
O=C(CSc1nnc2ccc(-c3ccncc3)nn12)Nc1ccc(F)cc1	-2	3	-6	6	-3	2.8	-0.9	15	7	-7
COc1cc(NC(=O)c2ccc([N+](=O)[O-])o2)ccc1NC(=O)c1cccs1	18	6	-4	-22	-4	-0.4	4.7	6	-1	-2
Cc1ccccc1C(=O)NC1CC2CCC(C1)N2Cc1ccccc1 (stereo not drawn)	-2	1	2	11	3	-1.6	-2.4	-6	-4	-3
O=C(O)c1cc(=O)cc(C(=O)O)[nH]1	0	/	2	13	1	0.2	-2.5	3	1	-1
Cc1ccc(C(=O)NCCN2C3=NC[C@@H](Cc4ccccc4)N3C[C@H]2Cc2ccc(O)cc2)cc1Br	-5	-1	14	2	-27	3.4	-0.4	5	-2	5
COc1cc(-c2noc(C)c2C(=O)NCCc2c[nH]c3ccccc23)cc(OC)c1OC	-3	-2	-7	9	7	-0.9	-1.6	-53	-2	20
CCOC(=O)c1sc(NC(=O)Cn2nnc3sc4c(c3c2=O)CCC(C(C)(C)C)C4)nc1C (stereo not drawn)	-5	1	-1	8	-1	-0.5	-1.6	-15	-3	4
Cc1cccc(-n2nnnc2SCC(=O)Nc2cccc(S(N)(=O)=O)c2)c1	-3	6	-1	5	3	-1.9	-1.0	-14	-2	5
COc1cc2oc3ccccc3c2cc1N(CC(=O)N(C)C)S(=O)(=O)c1ccccc1	-2	4	-2	21	2	0.3	-5.0	17	2	-7
CCOc1ccc(NC(=O)CN(C)C(=O)CCC2CCCCC2)cc1OCC	-4	/	3	6	-3	0.2	-1.5	-24	5	0
O=C(COC(=O)CSc1ccc2ccccc2c1)NCc1ccc2c(c1)OCO2	0	0	-5	9	4	0.1	-1.7	10	4	-3
COc1cc(NC(=O)NCC2CCN(Cc3ccc(C)cc3)CC2)cc(OC)c1OC	4	-4	0	14	-2	3.5	-2.9	0	-5	0
CCCC(C(=O)NCc1ccco1)N(Cc1ccco1)C(=O)CNS(=O)(=O)c1ccccc1 (stereo not drawn)	2	-3	5	-3	-8	1.6	0.4	-7	-2	3

Some of these compounds in order of SMILES length, ascending.
SMILES	V-ATPase pHluor	CAL PDZ FP	cardiac RTF act	OPRM1-OPRD1 inv	RTF Ca sens inh	C-LANA FP	MOR-DOR ag	HTR5A inv ctr	Keap1 Nrf2 FP	HTR5A ag ctr
CCOc1ccc(NC(=O)CN(C)C(=O)CCC2CCCCC2)cc1OCC	-4	/	3	6	-3	0.2	-1.5	-24	5	0
Cc1cccc(-n2nnnc2SCC(=O)Nc2cccc(S(N)(=O)=O)c2)c1	-3	6	-1	5	3	-1.9	-1.0	-14	-2	5
COc1cc(NC(=O)NCC2CCN(Cc3ccc(C)cc3)CC2)cc(OC)c1OC	4	-4	0	14	-2	3.5	-2.9	0	-5	0
